# FN deposition inh = fibronectin deposition inhibition | AH1F fibroblasts, Alexa488-fibronectin deposition fluorescence, overnight | inhibition, % at 12.6 µM | hit rate 0.086% among 350,000 | AID 743247;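 active means mean inhibition across replicates of 30% or more, regardless of how many single replicates reach that level; inconclusive means mean under 30% yet at least half of replicates reach 30%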;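 further: positive control wells lacked labelled fibronectin entirely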
#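 Assay system: AH1F fibroblasts / Quantity: 10000 cells per well / Medium: DMEM plus 2% serum, read in PBS / Reagent: labelled fibronectin 24 nM / Dosing: single dose, pinned / Times: 1 h cell attachment, overnight exposure to compound and label / Signal: fluorescence, ex 485 nm, em 525 nm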
# miR-122 sensor = inhibitors of miR-122 in Huh7 cells; Huh7 miR-122 Renilla luciferase sensor, 48 h; neutral wells = 0, positive control = 100; activation (reporter increase), % at 12.5 µM; hit rate 0.3% among 340,000; AID 602342;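 active means mean replicate activation score at least 90 and every replicate individually at or above 90; inconclusive means only one of the two criteria met; inactive means neither criterion met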;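 further: higher luciferase means less miR-122 activity so hits act as miR-122 inhibitors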
# Cneo AK release = Cryptococcus neoformans lysis via adenylate kinase release. lysis activity, % at 15 µM. hit rate 0.2% among 360,000. C. neoformans lysis, adenylate kinase release luminescence, 4 h; normalised: neutral wells 0, clomiphene wells 100;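 active means mean lysis activity across replicates of at least 80%, whatever share of replicates individually reach that level; inactive means mean lysis activity below 80%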
#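 Test system: log-phase Cryptococcus neoformans yeast cells. Input: 5 × 10^6 yeast cells/mL. Medium: fresh YPD growth medium. Doses: single dose. Incubation: static 4 h at 37 °C with compound, 1 h detection. Measured by: luminescent adenylate kinase detection reagent. Read-out: signal increase indicating cell lysis. Benchmarks: Clomiphene.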
# PAX8 reporter = PAX8 transcriptional activity inhibition; inhibition, % at 12.6 µM; RMG-I TPO-luciferase reporter, SteadyGlo, 24 h; hit rate 1.2% among 360,000;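 active means mean replicate inhibition at least 60% with every replicate also reaching 60%; inconclusive means only one of the two criteria is met; inactive means mean below 60% and not all replicates reaching 60%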;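 further: luciferase light reporting Pax8 driven TPO promoter activity; plate controls were median of neutral control wells for no effect and mitoxantrone controls for full effect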
# Casp6 inh = caspase-6 (human) enzyme inhibition; P55212; inhibition, % at 12.5 µM; purified caspase-6, Z-VEID-R110 cleavage fluorescence; hit rate 0.53% among 350,000; AID 686996;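 active means mean inhibition across replicates at least about 35%, with every replicate also reaching that limit, limit read from the data; inconclusive means only one of the two criteria met; inactive means neither criterion met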;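 further: 0% = median of neutral control wells and 100% = no fluorescence left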
# Target sequence (P55212 24-179 limits assumed): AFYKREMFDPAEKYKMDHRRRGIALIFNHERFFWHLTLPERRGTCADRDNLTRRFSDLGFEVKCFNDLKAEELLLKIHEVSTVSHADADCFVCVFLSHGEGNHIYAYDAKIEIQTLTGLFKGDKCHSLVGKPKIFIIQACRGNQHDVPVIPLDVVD
# Target sequence (P55212 194-293 limits assumed): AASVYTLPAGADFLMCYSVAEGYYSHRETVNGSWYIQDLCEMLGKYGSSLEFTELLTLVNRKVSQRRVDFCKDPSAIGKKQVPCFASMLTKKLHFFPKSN
# EWS-Fli inh = inhibitors of EWS/Fli oncoprotein transcriptional activity; inhibition, % at 12.6 µM; hit rate 0.67% among 350,000; A673 NR0B1-luciferase reporter, viability-normalised;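 active means mean inhibition of at least 50% after viability correction, with every replicate also passing that limit; inconclusive means mean reaches 50% but only one of two replicates passes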;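 further: firefly luciferase signal divided by Alamar Blue viability fluorescence both relative to DMSO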
# LGR2 inh = inhibitors of bursicon-induced Drosophila LGR2 receptor cAMP signaling | inhibition, % at 9.99 µM | hit rate 0.35% among 380,000 | HEK293 LGR2, CRE-luciferase, bursicon-stimulated, 4 h | AID 720647;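 active means drop in luminescence signal, shown as inhibition above about 50% in the replicate tests, limit read from the data, passing the limit was not always enough; inconclusive means probably only some replicates passing the limit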;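 further: agonist challenge used bursicon conditioned medium at about half maximal strength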
# PGC1a acetyl inh = lowers PGC1a acetylation signal in U2OS cells | AlphaScreen anti-acetyl-lysine; with virally co-expressed GCN5 acetyltransferase | inhibition, % at 15.6 µM | hit rate 0.17% among 350,000;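 active means every replicate shows inhibition of at least 40%; inconclusive means mean inhibition at least 40% but some replicate below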;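 further: 0% = neutral control wells and 100% = positive control wells; some results beyond the cut were filed as inactive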
# Active calls of the source: *; u = inconclusive; x = no result given; & = joins results of further samples; [ ] = dose if it differs, or a comment. The order is random (roughly 2.5% active in at least one column).
# The first 3 records (preview)
SMILES,FN deposition inh,miR-122 sensor,Cneo AK release,PAX8 reporter,Casp6 inh,EWS-Fli inh,LGR2 inh,PGC1a acetyl inh
COc1ccc(/C=C/C(=O)ONC2=NCCCCC2)cc1OC,-1,x,x,-12,5,4,-10,-2
CCCNC(=O)CN(C)C(=O)c1n[nH]c2ccccc12,11,-4,1,5,x,x,x,u
C[C@@H]1CN([C@H](C)CO)C(=O)Cc2cc(N(C)C)ccc2O[C@H]1CN(C)S(=O)(=O)c1cccs1,-3,8[16.7 µM],-6,-15,2,-16,-10,6

# This part in full, from the start:
SMILES,FN deposition inh,miR-122 sensor,Cneo AK release,PAX8 reporter,Casp6 inh,EWS-Fli inh,LGR2 inh,PGC1a acetyl inh
COc1ccc(/C=C/C(=O)ONC2=NCCCCC2)cc1OC,-1,x,x,-12,5,4,-10,-2
CCCNC(=O)CN(C)C(=O)c1n[nH]c2ccccc12,11,-4,1,5,x,x,x,u
C[C@@H]1CN([C@H](C)CO)C(=O)Cc2cc(N(C)C)ccc2O[C@H]1CN(C)S(=O)(=O)c1cccs1,-3,8[16.7 µM],-6,-15,2,-16,-10,6
C=CCC1CCCCC12NC(=O)N(c1ccccc1)N2 (configuration not stated),-10,-2,1,8,1,-1,-3,-2
C[C@H](CO)N1C[C@H](C)[C@@H](CN(C)S(=O)(=O)c2ccc(F)cc2)Oc2ccc(NC(=O)Nc3ccc4c(c3)OCO4)cc2CC1=O,-2,-18[16.7 µM],x,x,2,0,10,-4
Cc1ccc(-c2cnc3c(c2)C(=O)N([C@H](C)CO)C[C@H](C)[C@H](CN(C)S(C)(=O)=O)O3)cc1,x,30[16.7 µM],-3,-13,0,-13,-8,16
O=c1[nH]c(=O)c2[nH]c(=S)[nH]c2[nH]1,-6,14,x,-7,1,-5,11,60*
CC1CCN(C(=O)COC(=O)c2n[nH]c(=O)c3ccccc23)CC1,-2,-1,-1,5,1,-4,-4,6
O=CNc1cc(-c2ccc(C(=O)N3CCOCC3)cc2)cn2c(-c3ccc(F)cc3)cnc12,-1,-1,-1,15,x,-13,4,-12
CS(=O)(=O)c1ccc(N2CCN(C3CC(=O)NC3=O)CC2)cc1 (configuration not stated),x,-2,12,x,x,x,2,9
C[C@H](CO)N1C[C@H](C)[C@@H](CN(C)C(=O)Nc2cccc3ccccc23)Oc2c(NC(=O)c3ccncc3)cccc2C1=O,x,-3[16.7 µM],1,23,20,15,1,2
CCOC(=O)c1ccccc1NC(=O)COC(=O)c1c(CC)noc1C,-6,1,-11,0,2,-11,3,x
C[C@@H]1CCCCO[C@H](CN(C)C(=O)Cc2ccccc2)[C@H](C)CN([C@H](C)CO)C(=O)c2cc(NS(=O)(=O)c3ccccc3)ccc2O1,-6,12[16.7 µM],47,2,-5,11,4,10
CCCC(=O)Nc1sc2c(c1C#N)CCCC2,x,-5,3,x,x,x,-44,-1
CC(C)=CCC[C@H](C)CC1Cc2[nH]c(=S)[nH]c(=O)c2C(c2ccc(F)cc2)O1 (some centres not stated),x,-3,2,-26,-2,19,3,-3
COc1ccc(NC(=O)Nc2nc(C(N)C3CCCCC3)cs2)cc1 (configuration not stated),22,-5,-1,-32,1,13,0,-15
COC(=O)CNC(=O)c1sc2ncn(CC(=O)Nc3ccc(C)c(Cl)c3)c(=O)c2c1C,10,x,x,4,1,4,-1,x
Cn1/c(=N/N=C/c2ccc(N3CCOCC3)cc2)sc2ccccc21,x,2,0,-23,0,-32,-46,-8
CCCCn1c(SCC(=O)Nc2ccccc2C(F)(F)F)nc2ccsc2c1=O,0,7,-1,x,x,x,x,0
CCCn1nc(C(=O)OCC(=O)Nc2cccc(S(N)(=O)=O)c2)c2ccccc2c1=O,-2,-5,2,-27,-2,-4,4,x
CCCCn1c(SCC(=O)N(CC)C2CCS(=O)(=O)C2)nnc1C(CC)N(C)C (configuration not stated),9,-5,3,14,x,x,x,x
CCOC(=O)C1=C(C)NC(C)=C(C(=O)OCC)C1C(=O)OCC(=O)N(CC)C1CCS(=O)(=O)C1 (configuration not stated),7,-3,0,14,6,-4,0,-16
O=C(C1CC1)N1CC2(C1)[C@H](c1ccccc1)[C@@H](CO)N2S(=O)(=O)c1ccccc1,0,x,x,-10,1,-1,-37,-8
Cc1ccc(S(=O)(=O)NC2OC(=O)C(Cl)=C2Cl)cc1 (configuration not stated),1,3,2,x,x,x,x,-1
CCOc1ccc(N2CC(NC(=O)c3ccc4ccccc4c3)CC2=O)cc1 (configuration not stated),-5,5,x,12,3,2,-9,x
CCOc1cc(C=NN2CCCCCC2)ccc1O,-3,-2,0,-15,-3,7,-15,1
Cc1cc(F)ccc1NC(=O)CCc1ccc(S(=O)(=O)N2CCOCC2)cc1,9,x,1,13,1,0,14,2
COc1ccc(CN(C)C[C@H]2Oc3c(NS(=O)(=O)c4ccc(C)cc4)cccc3C(=O)N([C@H](C)CO)C[C@@H]2C)cc1,x,75[16.7 µM],0,-3,2,4,0,-8
CC(=O)c1nn(-c2cccc(Br)c2)cc1C(=O)c1ccc2ccccc2c1,4,-3,0,x,x,x,x,6
Cc1ccc(Cl)c2sc(NC(=O)C3CC3)nc12,8,3,1,21,-2,2,-4,-20
COCCCNC1=C(Cl)C(=O)c2ccccc2C1=O,1,-1,-2,1,18,-40,-3,5
O=C(CN(C1CCCCC1)S(=O)(=O)c1ccc(F)cc1)NCC1CCCO1 (configuration not stated),x,-1,-1,45,-1,20,-68,35
COC(=O)c1sccc1-c1ccc(/C=N/OC(=O)c2ccccc2)o1,-1,-5,3,-23,x,x,x,3
O=C(Cc1ccc(Cl)cc1)NC(=S)Nc1ccccc1N1CCOCC1,x,-2,31,x,x,x,7,-8
COc1ccc(C(Nc2ccc(S(=O)(=O)N3CCOCC3)cc2)C(=O)NCCC(C)C)cc1OC (configuration not stated),2,3,-3,7,3,22,-16,19
CCCC(C)CO (configuration not stated),x,-3,-8,x,3,-6,-2,-1
COc1cc(C2c3c(oc4ccccc4c3=O)C(=O)N2Cc2ccncc2)ccc1O (configuration not stated),-2,-12,2,12,x,x,x,-27
C[C@@H]1CN([C@@H](C)CO)C(=O)c2cc(C#C[C@@H](C)O)cnc2O[C@H]1CN(C)C(=O)CN1CCOCC1,x,-4[16.7 µM],1,-1,1,-3,15,6
O=C(NCc1nnc(SCC(=O)N2CCCc3ccccc32)o1)c1ccccc1F,14,1,1,20,-1,4,1,x
COc1cc(C2SC(C)C(=O)N2CCc2ccccc2)cc(OC)c1OC (configuration not stated),-20,x,x,6,0,5,16,x
O=C(CSc1ncnc2c1nnn2Cc1ccccc1F)NCC1CCCO1 (configuration not stated),-2,0,-1,12,0,2,14,7
Cc1noc(C)c1NC(=O)N(C)C[C@H]1Oc2ccc(NS(=O)(=O)c3c(C)noc3C)cc2CC(=O)N([C@@H](C)CO)C[C@H]1C,8,19[16.7 µM],-1,8,2,-15,-6,14
O=C(CSc1nnc(CN2CCCC2)n1-c1ccccc1)c1ccc2c(c1)OCO2,6,-1,-1,x,2,-14,27,19
Cc1ccccc1-c1ccc(C2[C@@H]3CN(C(=O)Cc4ccncc4)C[C@H]2N3)cc1 (some centres not stated),4&0,x,x,-9&13,x,3&-19,-6&-9,-3&5
COCCNC(=S)N(C)[C@H]1C[C@H]2c3[nH]c4c(-c5ccccc5)cccc4c3CCN2C(=O)[C@H]1[C@H](C)O,4,x,x,6,-1,2,-4,x

# Retrieved one by one from the entries so far (five):
SMILES,FN deposition inh,miR-122 sensor,Cneo AK release,PAX8 reporter,Casp6 inh,EWS-Fli inh,LGR2 inh,PGC1a acetyl inh
COc1cc(C2SC(C)C(=O)N2CCc2ccccc2)cc(OC)c1OC (configuration not stated),-20,x,x,6,0,5,16,x
COCCNC(=S)N(C)[C@H]1C[C@H]2c3[nH]c4c(-c5ccccc5)cccc4c3CCN2C(=O)[C@H]1[C@H](C)O,4,x,x,6,-1,2,-4,x
O=C(NCc1nnc(SCC(=O)N2CCCc3ccccc32)o1)c1ccccc1F,14,1,1,20,-1,4,1,x
COCCCNC1=C(Cl)C(=O)c2ccccc2C1=O,1,-1,-2,1,18,-40,-3,5
COc1cc(C2c3c(oc4ccccc4c3=O)C(=O)N2Cc2ccncc2)ccc1O (configuration not stated),-2,-12,2,12,x,x,x,-27

# (list continues)
SMILES,FN deposition inh,miR-122 sensor,Cneo AK release,PAX8 reporter,Casp6 inh,EWS-Fli inh,LGR2 inh,PGC1a acetyl inh
COCn1ccnc1C(O)(c1ccc(OC)cc1)c1ccc(OC)cc1,2,0,-1,-15,x,x,6,8
CCOC(=O)C(C)Sc1nc(-c2ccccc2)nc2ccccc12 (configuration not stated),-18,x,x,3,-3,-3,-6,-4
COc1ccc(/C(C)=N/Nc2nc3ccccc3n3cnnc23)cc1OC,-1,x,x,-11,4,-30,-20,x
COCC(=O)Nc1ccc2c(c1)OC[C@@H](C)N(Cc1ccccc1OC)C[C@H](C)[C@@H](OC)CN(C)C2=O,8,x,0,0,2,2,-6,-2
C[C@H](CO)N1C[C@H](C)[C@@H](CN(C)CC2CC2)Oc2ccc(NC(=O)CCCN(C)C)cc2C1=O,x,3[16.7 µM],54,-28,-190,9,16,11
COc1ccc(C(=O)N/C(=C/c2cccnc2)C(=O)NCc2ccco2)cc1OC,-3,x,x,9,-1,-10,2,x
COc1ccc(NC(=S)NNC(=O)c2cccnc2)cc1OC,-1,-8,x,-9,-1,-6,10,0
O=C1C=C(c2cccc(CO)c2)C[C@@H](c2ccc(Cl)cc2)C1,13,-1,-1,-15,1,3,-6,x
CCc1ccc(NS(=O)(=O)c2ccc(OC)c(C)c2)cc1,-15,62,6,x,x,x,-5,-19
COc1ccccc1C(=O)Nc1ccc2c(c1)OC[C@@H](C)N(C)C[C@@H](C)[C@@H](OC)CN(C)C2=O,3,9[16.7 µM],46,-1,10,-8,1,-12
O=C(c1ccncc1)N1CC2(C1)[C@H](c1ccccc1)[C@@H](CO)N2CC1CCCC1,-3,x,x,x,0,-1,-14,-3
COc1ccc(NC(=S)N2CCC(C(O)(c3ccccc3)c3ccccc3)CC2)cc1,-3,-7,1,-5,x,x,5,x
CCCN1C(=O)N(c2cccc(C)c2)C(C)(O)CC1(C)C (configuration not stated),-1,-4,0,-8,0,12,22,-2
Cc1nnc(SCCN2C(=O)c3ccccc3C2=O)[nH]c1=O,x,0,0,x,x,x,14,11
CC1(C)CC(=O)C(CCC(=O)c2ccccc2)C(C)(C)N1 (configuration not stated),-5,-4,20,15,x,x,x,x

# Another view of some results above.
> Cn1/c(=N/N=C/c2ccc(N3CCOCC3)cc2)sc2ccccc21
  FN deposition inh = x
  miR-122 sensor = 2
  Cneo AK release = 0
  PAX8 reporter = -23
  Casp6 inh = 0
  EWS-Fli inh = -32
  LGR2 inh = -46
  PGC1a acetyl inh = -8

> CCCCn1c(SCC(=O)Nc2ccccc2C(F)(F)F)nc2ccsc2c1=O
  FN deposition inh = 0
  miR-122 sensor = 7
  Cneo AK release = -1
  PAX8 reporter = x
  Casp6 inh = x
  EWS-Fli inh = x
  LGR2 inh = x
  PGC1a acetyl inh = 0

# High-throughput results (PubChem BioAssay)
